APOBEC3A inh: blocks human APOBEC3A ssDNA deamination | P31941 | recombinant A3A, FAM/TAMRA ssDNA deamination fluorescence | inhibition, % at 20 µM | 330,000 compounds, 0.41% hits;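 active means at least 40% inhibition at 20 µM here, with at most 30% in a related deaminase screen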;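 further: plate controls were A3A with DMSO for no effect and wells lacking A3A enzyme for full effect; some results filed as inactive read as strong as hits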
Target sequence (P31941 whole entry, looked up): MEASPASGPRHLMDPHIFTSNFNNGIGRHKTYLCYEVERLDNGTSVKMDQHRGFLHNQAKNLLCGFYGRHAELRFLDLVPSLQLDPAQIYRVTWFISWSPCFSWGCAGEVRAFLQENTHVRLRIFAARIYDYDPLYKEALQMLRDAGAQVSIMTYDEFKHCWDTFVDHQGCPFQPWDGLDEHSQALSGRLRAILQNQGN
mIAP block: blocks mouse intestinal alkaline phosphatase; purified mouse IAP, CDP-Star luminescence, 30 min; inhibition, % at 10 µM; 330,000 compounds, 0.2% hits;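 active means inhibition of at least 40% at 10 µM in the primary screen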;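 further: plate controls were DMSO with enzyme for no effect and no enzyme wells for full effect; values of inactives mirror those of a sister screen read the other way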
ATG4B inhibitor: ATG4B (human) cysteine protease inhibition | inhibition, % at 8.33 µM | ATG4B cleavage of LC3-PLA2, NBD-HPC fluorescence, 1 h | AID 504462 | Q9Y4P1 | 340,000 compounds, 0.51% hits; in the data active means inhibition above about 40%
hIAP activ: human IAP activation; 330,000 compounds, 0.16% hits; purified human IAP, CDP-Star luminescence, 30 min; stronger effect = higher value; 1 = vehicle-only enzyme, 0 = enzyme-free background; activation factor at 10 µM; P09923; AID 2524;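 active means activation factor of the enzyme at least 2-fold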; further: the source names both 10 and 20 µM as test concentration; values of inactives mirror those of a sister screen read the other way
Target sequence (P09923 whole entry, looked up): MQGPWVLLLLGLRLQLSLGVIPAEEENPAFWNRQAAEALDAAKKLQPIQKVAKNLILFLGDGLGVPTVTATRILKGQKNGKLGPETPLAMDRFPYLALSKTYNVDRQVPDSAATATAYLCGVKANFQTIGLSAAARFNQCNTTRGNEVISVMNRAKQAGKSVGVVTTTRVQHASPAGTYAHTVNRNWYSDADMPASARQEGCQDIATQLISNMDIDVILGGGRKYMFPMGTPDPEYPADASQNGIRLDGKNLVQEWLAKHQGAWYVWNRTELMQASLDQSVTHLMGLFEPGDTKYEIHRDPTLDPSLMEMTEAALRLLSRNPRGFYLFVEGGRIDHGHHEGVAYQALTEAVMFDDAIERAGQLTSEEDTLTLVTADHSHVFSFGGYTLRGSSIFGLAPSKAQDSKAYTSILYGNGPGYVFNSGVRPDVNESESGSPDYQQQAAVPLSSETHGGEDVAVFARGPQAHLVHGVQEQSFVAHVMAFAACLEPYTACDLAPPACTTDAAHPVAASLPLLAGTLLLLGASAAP
mIAP activ: increases mouse intestinal alkaline phosphatase activity; muIAP, CDP-Star luminescence, 30 min; stronger effect = higher value; 1 = vehicle-only enzyme signal, 0 = enzyme-free wells; activation factor at 10 µM; 330,000 compounds, 0.24% hits;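 active means activation factor of at least 2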; further: the source names both 10 and 20 µM as test concentration; values of inactives mirror those of a sister screen read the other way
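Assay system: mouse IAP enzyme; reagent: chemiluminescent substrate CDP-Star; dosing: test compounds delivered from DMSO solution; schedule: 30 min at room temperature; measured by: luminescence from enzymatic CDP-Star hydrolysis; controls: DMSO-only wells and no-enzyme negative control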
hIAP block: human IAP inhibition; P09923; purified IAP, CDP-Star luminescence, 30 min; inhibition, % at 10 µM; 330,000 compounds, 0.12% hits;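 active means inhibition reaching a set limit with compound at 10 µM in the primary screen, cut at about 35% in these data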;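 further: plate controls were DMSO wells with enzyme for no effect and no-enzyme buffer wells for full effect; values of inactives mirror those of a sister screen read the other way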
HKDC1 inhibitor: inhibitors of human hexokinase HKDC1 | inhibition, % at 20 µM | recombinant HKDC1, G6PDH/diaphorase resazurin coupled fluorescence | AID 493160 | 340,000 compounds, 0.16% hits | Q2TB90;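 active means inhibition above about 35% when tested at 20 µM, limit read from the data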;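 further: plate controls were DMSO wells with enzyme for no effect and DMSO wells lacking enzyme for full effect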
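Assay system: in-house recombinant HK5 (HKDC1) enzyme. Input: HKDC1 at 5 µg/mL. Medium: Tris pH 8.0 buffer with MgCl2, Tween-20, BSA, BME. Dosing: single 20 µM dose. Schedule: 90 min reaction incubation at room temperature, dark. Signal: resazurin-to-resorufin fluorescence via G6PDH and diaphorase coupling, 525/613 nm. Controls: DMSO-enzyme wells negative, buffer-substituted wells positive.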
PfG6PD inh: PfG6PD (Plasmodium falciparum) enzyme inhibition. PfGluPho enzyme, NADPH resazurin-diaphorase fluorescence. inhibition, % at 20 µM. 350,000 compounds, 0.78% hits. AID 504690;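 active means inhibition reaching at least a set limit at 20 µM in the primary screen, cut at about 59% in these data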;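 further: 0% = DMSO wells with substrate and 100% = DMSO wells lacking glucose-6-phosphate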
* marks the source's active call; other numbers are inactive results; . = no result given.

SMILES	APOBEC3A inh	mIAP block	ATG4B inhibitor	hIAP activ	mIAP activ	hIAP block	HKDC1 inhibitor	PfG6PD inh
Cc1ccc(OCC(=O)Nc2sc3c(c2C#N)CC(C)(C)NC3(C)C)cc1	0	0	-11	0.91	1	9	1	-11
COC(=O)CCCC1=CC2=C(c3ccccc3)C(=O)C(C)(OC(=O)C3CCCC3)C(=O)C2=CN1Cc1ccco1 (stereo not given)	-1	4	-9	0.85	0.96	15	9	4
COc1ccc(CCNC(=O)CSc2nnc3ccc(-c4ccccn4)nn23)cc1	-5	9	-4	1.1	0.91	-5	-1	14
CCOc1ccc(OCCCC(=O)O)cc1	-2	5	-8	0.94	0.95	6	-5	-6
Clc1ccccc1N=C1SCCS1	0	16	6	1.1	0.84	-12	1	8
Cc1cc(C(=O)NC(C)CCc2ccccc2)ccc1[N+](=O)[O-] (stereo not given)	-4	2	2	1.2	0.98	-20	-4	12
CC(=O)c1nnn(-c2c(F)cccc2F)c1C	-1	-4	-7	1.1	1	-14	-7	5
CCOC(=O)C1(Cc2cccc(OC)c2)CCN(Cc2cccc(O)c2)CC1	-3	3	0	1	0.97	-3	-4	21
O=C1NC(c2ccncc2)C(C(=O)c2cccs2)C(O)(C(F)(F)F)N1 (stereo not given)	0	-4	-4	1.1	1	-14	-8	-14
Cc1cc2oc(=O)cc(-c3ccccc3)c2c(C)c1-c1ccc(F)c(Cl)c1	10	5	0	.	0.95	.	9	-4
COC(=O)c1c(-c2ccccc2Cl)noc1-c1cnc(N)nc1C(F)(F)F	10	-1	9	0.84	1	16	-3	-11
CCOC(=O)NN1C(=O)c2ccccc2NC1c1cccnc1 (stereo not given)	-2	8	-8	0.89	0.92	11	-1	5
O=C(NCc1ccccn1)C1CCC(=O)N(Cc2ccc(Cl)cc2)C1 (stereo not given)	2	-4	1	0.97	1	3	3	-29
O=C(Cn1nc(-c2ccccc2)c2ccccc2c1=O)Nc1ccccn1	0	-6	-3	1.1	1.1	-7	1	-15
COc1ccccc1COC(=O)c1cccc(S(=O)(=O)N2CCCC2)c1	-3	14	9	1.1	0.86	-10	3	-13
Cc1ccc(C(=O)NCCNC(=O)c2ccc(F)cc2)cn1	6	-11	11	1.1	1.1	-14	2	-5
Cc1nn(-c2ccc(F)cc2)c(Cl)c1/C=C(\CC(=O)O)c1nc2ccccc2s1	0	5	5	0.98	0.95	2	6	-28
Cc1cccc(NS(=O)(=O)c2ccc(-c3ccc(=O)[nH]n3)o2)c1	3	1	-6	0.97	0.99	3	-2	-6
O=c1c2cnn(-c3ccccc3)c2nc(-c2cccs2)n1-c1cccc(Cl)c1	2	0	-7	0.75	1	25	7	23
O=C(O)C1CCCN1C(=O)Nc1ccc(F)cc1 (stereo not given)	-1	10	-3	0.96	0.9	4	-7	-1

Reprinted from the part before: 5 entries, then new ones.
SMILES	APOBEC3A inh	mIAP block	ATG4B inhibitor	hIAP activ	mIAP activ	hIAP block	HKDC1 inhibitor	PfG6PD inh
Cc1ccc(C(=O)NCCNC(=O)c2ccc(F)cc2)cn1	6	-11	11	1.1	1.1	-14	2	-5
Cc1nn(-c2ccc(F)cc2)c(Cl)c1/C=C(\CC(=O)O)c1nc2ccccc2s1	0	5	5	0.98	0.95	2	6	-28
Cc1cccc(NS(=O)(=O)c2ccc(-c3ccc(=O)[nH]n3)o2)c1	3	1	-6	0.97	0.99	3	-2	-6
O=c1c2cnn(-c3ccccc3)c2nc(-c2cccs2)n1-c1cccc(Cl)c1	2	0	-7	0.75	1	25	7	23
O=C(O)C1CCCN1C(=O)Nc1ccc(F)cc1 (stereo not given)	-1	10	-3	0.96	0.9	4	-7	-1
Cc1sc2c3ccsc3ccc2[n+]1C	52	16	-9	0.92	0.84	8	8	59
O=C(C(NS(=O)(=O)c1cccc2nsnc12)c1ccccc1)N1CCN(c2ccccn2)CC1 (stereo not given)	-3	0	-10	1.2	1	-17	-1	3
COc1ccc2oc(C(=O)N(CC(C)C)C3CCS(=O)(=O)C3)c(C)c2c1 (stereo not given)	0	-1	-10	0.91	1	9	-5	10
Cc1ccc(OCC(=O)N/N=C\c2c(C)[nH]n(-c3ccccc3)c2=O)c([N+](=O)[O-])c1	-2	3	-2	0.97	0.97	3	-9	-49
S=C(NCCN1CCOCC1)Nc1ccc(Br)cc1	1	1	9	1.2	0.99	-21	-12	-8
Cc1ccc(CSc2nc3ccccc3c(=O)n2C)cc1	-4	2	-4	0.81	0.98	19	1	11
COc1ccc(C(C(=O)NC2CCCC2)N(C(=O)c2snc(-c3ccc(F)cc3)c2N)c2ccc(F)cc2)cc1 (stereo not given)	5	8	-11	1.1	0.92	-6	7	-21
CCc1ccc(OCC(=O)c2c(O)c3ccccc3oc2=O)cc1	3	-10	1	0.91	1.1	9	15	-21
O=C(NCc1ccc(Cl)cc1)C1CCCCN1S(=O)(=O)c1ccccc1 (stereo not given)	-2	-13	2	0.95	1.1	5	-6	25
Cc1ccc(OCc2cc(C(=O)N(C)CCc3ccccc3)no2)cc1C	-3	3	4	1.1	0.97	-11	-2	-1
CCCc1nn(C)c(C(=O)Nc2cccc(C)c2)c1Cl	-8	-5	4	1	1.1	0	-4	2
O=C(CSc1n[nH]c(=O)n1C1CC1)c1c[nH]c2ccccc12	-1	1	-36	0.95	0.99	5	-1	18
O=C(CN1CCCSc2ccccc21)N1CCN(S(=O)(=O)c2ccccc2)CC1	-2	5	9	0.91	0.95	9	6	4
Cc1ccc(N(C)S(=O)(=O)c2ccc3[nH]cc(C(=O)NCCCN4CCOCC4)c(=O)c3c2)cc1C	-6	9	-3	1.2	0.91	-22	4	1
COC(=O)[C@H](Cc1ccccc1)NC(=O)c1ccc2ccccc2n1	-2	6	6	0.97	0.94	3	-3	4
Cc1cccc(C(=O)NNC(=O)CSc2nnc(C3CC3)n2C)c1	1	-12	-7	1.2	1.1	-23	-7	-13
COc1ccc(NC(=O)CN(C)C(=O)c2ccc(N3CCCCC3)c([N+](=O)[O-])c2)cc1	-1	4	-4	0.95	0.96	5	-1	-11
O=C(O)c1ccc(Cl)c(S(=O)(=O)NCc2ccco2)c1	2	-13	-9	1	1.1	-2	-10	-15
Cc1ccc(OCCCC(=O)N2CCOCC2)c(C)c1	0	-13	7	0.86	1.1	14	-5	-6
COc1cc(CN2CCC(Cc3ccccc3)CC2)cc(OC)c1OC	-5	-6	-2	1	1.1	-3	-2	-14
Cc1ccccc1NC(=O)c1sc(NC(=O)C2CC2)nc1C	0	-11	-4	0.98	1.1	2	-5	6
CN(C)c1ccc(N=Nc2ccccc2C(=O)OCC(=O)N2CCCCCC2)cc1	3	31	-10	0.81	0.69	19	-7	7
CCN1CCN(C(=S)Nc2ccc([N+](=O)[O-])cc2)CC1	-2	4	-4	0.89	0.96	11	6	10
CNc1c(NS(=O)(=O)c2ccc3c(c2)CCCC3)c(=O)oc2ccccc12	4	-1	-7	0.99	1	1	-5	-11
Cc1ccccc1NC(=O)C1CCCN(c2nnc(N3CCCC3=O)s2)C1 (stereo not given)	2	1	4	1	0.99	-4	5	-6
CCN(CC)c1ccc(S(=O)(=O)N2CCOCC2)cc1NC(=O)CN1CCc2ccccc2C1	-4	6	-2	1	0.94	-4	-4	8
Nc1cc(=O)[nH]c(=O)n1CC1CC1	-3	-7	-11	0.96	1.1	4	1	-4
COc1ccc(/C=C/C(=O)ONC2=NCCCCC2)cc1OC	-1	-2	0	0.97	1	3	-3	13
Cc1nn(C(=O)c2cccc([N+](=O)[O-])c2)c(C)c1Br	1	-15	9	0.99	1.2	1	-2	20
CCCCSc1nc2sc3c(c2c(=O)[nH]1)CC(C)(CC)OC3 (stereo not given)	2	-6	0	1	1.1	-4	0	-3
CCN(CC)C(=O)COc1coc(CN2CCN(c3ccccc3)CC2)cc1=O	-4	-9	-1	1.2	1.1	-23	1	2
CCc1nnc2c(N(C)S(=O)(=O)c3ccc(C)cc3)nc3ccccc3n12	-2	-1	4	0.84	1	16	11	13
COc1ccc2oc(C(=O)OCC(=O)N3CCCC(C)C3)c(C)c2c1 (stereo not given)	0	-2	3	1.1	1	-10	-1	-8
O=C(c1ccc(-n2cncn2)c([N+](=O)[O-])c1)N1CCN(S(=O)(=O)c2ccccc2F)CC1	-2	0	3	1.1	1	-5	-6	4
CCCCCn1c(=O)[nH]c2cc(C(=O)N3CCN(Cc4ccc5c(c4)OCO5)CC3)ccc2c1=O	-2	12	-6	1.2	0.88	-16	0	-2
CCN(C(=O)c1ccncc1)c1c(N)n(Cc2ccccc2)c(=O)[nH]c1=O	1	4	-3	1	0.96	-2	-2	13
C=CCNC(=O)c1ccc(C)c(Br)c1	-2	6	-5	0.95	0.94	5	-3	-6
O=C(O)CCc1nn2c3ccccc3n(CCO)c2nc1=O	-4	12	-6	0.78	0.88	22	-5	-3
Cc1cccc(NC(=O)CN2C(=O)c3ccccc3C2=O)c1C	-4	-15	4	0.97	1.1	3	-10	-14
O=C(NCCN1CCN(c2ccccc2Cl)CC1)Nc1ccccc1	-2	-3	-7	1.1	1	-8	-3	8
COc1ccc(S(=O)(=O)N2CCCCC2)cc1NC(=O)c1cncc(Br)c1	-5	4	-5	0.89	0.96	11	-6	2
O=C(O)Cn1cnc2ccccc2c1=O	-4	1	0	0.95	0.99	5	1	6
C[C@H](CO)N1C[C@H](C)[C@@H](CN(C)S(=O)(=O)c2cccs2)Oc2ccc(NC(=O)C3CC3)cc2C1=O	-6	9	.	0.96	0.91	4	-1	16
O=C(Nc1ccc(S(=O)(=O)Nc2ncccn2)cc1)c1ccco1	-2	4	9	1.1	0.96	-6	0	-1
CSc1cccc(CN2CCN(CCc3ccccc3)C(CCO)C2)c1 (stereo not given)	-2	0	-10	1.1	1	-8	10	9
Cc1cc(C)cc(NC(=O)C(=O)NCc2ccccn2)c1	-5	0	3	0.98	1	2	-15	-8
Cc1ccc(Nc2nc(NCCO)nc3c2cnn3C)cc1Cl	4	-30	-16	0.87	1.3	13	0	49
Cc1nc(-c2nc(-c3c(C(=O)NN)noc3C)cs2)cs1	-2	9	-2	1	0.91	-4	-5	-20
COc1ccc(C(CCO)NC(=O)c2cccs2)cc1OC (stereo not given)	3	6	5	1	0.94	-4	0	-2
COc1ccc(CN2CCN(C(=O)c3ccc(S(=O)(=O)N4CCCCCC4)cc3)CC2)cc1	5	3	-2	1.1	0.97	-13	-4	-3
O=C(N1CCOCC1)N1CCCC(c2nc(-c3cccs3)no2)C1 (stereo not given)	0	1	3	0.87	0.99	13	6	2
Cc1cc(OC(=O)c2c(Cl)cccc2Cl)nc(C)n1	0	-9	2	1	1.1	-5	-5	-4
Cc1ccc(NC(=O)CNc2cccc(S(=O)(=O)N3CCCCC3)c2)cc1F	-2	-19	-21	1.1	1.2	-5	1	4
Cc1ccc(C)c(OCc2cc(C(=O)NC3CCOC(C)(C)C3)no2)c1 (stereo not given)	-2	0	1	0.8	1	20	2	3
Cc1c(C(=O)N2CCN(Cc3ccccc3)CC2)oc2c1C(=O)CCC2	-4	-3	5	0.92	1	8	-3	-3
CCOC(CNC(=O)c1cccn2c(=O)c3cc(Cl)ccc3nc12)OCC	1	-5	-2	0.97	1	3	-2	13
Cc1nc2oc(C(=O)c3ccc(Br)cc3)c(N)c2c2c1COC(C)(C)C2	21	2	4	1.2	0.98	-19	-2	-27
CCOc1ccc(CCNC(=O)CN2C(=O)CCSc3ccccc32)cc1	-1	7	-2	1	0.93	-4	-3	1
